# AMA1 RON2 block = AMA1-RON2 (P. falciparum) interaction inhibition. AlphaScreen AMA1-biotinylated RON2 peptide binding. Potency, µM (titrated, usually from 58.2 µM), for inactives: at the top dose activity change, negative = inhibition, most hits filed as inhibitors. hit rate 0.2% among 360,000;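 further: 0% = vehicle wells and -100% = peptide control; nearly all actives have a fitted effect of over 45% in size; some results filed as inactive show a strong effect at the top dose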
#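 AMA1 (3D7) with his tag at 25 nM final met compounds first, then biotinylated RON2 peptide at 25 nM; detection used donor plus acceptor beads, 10 µg/mL apiece, read by AlphaScreen after 30 min at room temperature.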
# TbPYK inhibitor = blocks Trypanosoma brucei pyruvate kinase; Q57TT1; TbPYK enzyme, Kinase-Glo Plus ATP luminescence, 45 min; Potency, µM (doses to about 76.8 µM), inactives show at the highest dose activity, negative = inhibition, most hits filed as inhibitors; hit rate 0.12% among 410,000; AID 624173; further: nearly all actives have a fitted effect of over 50% in size
#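 Glycolytic pyruvate kinase of T. brucei was incubated with substrate, test compound and 130 uM ADP for 45 minutes at room temperature. Luminescent Kinase-Glo Plus signal was measured after 10 minutes.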
# An asterisk follows results filed as active; u = inconclusive; [ ] = remark or other dose. The call rests on the fitted dose curve; in most records, active means well fitted curve in the direction sought with a large enough effect; inconclusive means small, poorly fitted or top-dose-only effect, or another doubt; inactive means no such curve, though single readings can be large; an effect the other way counts as inactive or inconclusive. Unless noted, on the % scale 0 is the no-effect control and ±100 the full control effect; potency means the concentration at half of the fitted maximal effect. The list is partial (hit frequency here may not be typical).
SMILES,AMA1 RON2 block,TbPYK inhibitor
O=[N+]([O-])c1cccc(C=NNc2ccc3ccccc3n2)c1O,-15.2%,-8.1%
O=S(=O)(CS(=O)(=O)c1ccccc1)c1ccccc1,-8.3%,2.6%
CC(C)n1c(=O)c2ccccc2n1Cc1cn(C2CCCC2)nn1,0.2%,3.3%
O=C(Cc1cccc(NC(=O)C2CCCN(C(=O)C3CCCC3)C2)c1)Nc1ccc(C(=O)N2CCOCC2)cc1 (stereo not given),-16.8%,-3.1%
COc1ccc(Cn2cc(CN3CCS(=O)(=O)N(Cc4ccc(-c5cccc(Cl)c5)cc4)C(C)C3=O)nn2)cc1 (stereo not given),0.0%,3.0%
COCCNC(=O)C1CCCN(C(=O)Cc2ccc(F)cc2)CC1 (stereo not given),-0.6%,-1.3%
CN(C)CCNC(=O)c1cccc2nc3c(ccc4ccccc43)nc12,-0.5%,-1.5%
COc1cc(C(=O)COC(=O)c2cccs2)cc(OC)c1OC,9.8%,-0.7%
COCCOc1ccc(C(F)(F)F)cc1NC(=O)COC(=O)c1ccc(N2CCCC2=O)cc1,1.9%,7.4%
COc1ccc(S(=O)(=O)N2CCOCC2)cc1NC(=O)COC(=O)c1ccc([N+](=O)[O-])s1,-27.1%,-5.5%
Cc1ccc(SCC(=O)Nc2cccnc2)cc1,1.4%,-0.7%
Cc1nnc(SCC(=O)NC2CCCCC2)n1-c1ccccc1,16.3%,7.3%
CC[C@]12c3[nH]c4ccc(OC)cc4c3CCN1C(=O)C(CC(=O)NC/C=C(\C)CCC=C(C)C)C[C@@H]2C(=O)N1CCN(C(=O)C2CC2)CC1 (stereo not given in full),0.0%,-1.7%
COc1ccc(OC)c(CCNC(=O)Cc2ccc(NC(=O)C3=C(C)OCCS3)cc2)c1,-3.8%,1.8%
COc1ccc(C(=O)C(C)OC(=O)c2cccc(S(=O)(=O)Nc3c(C)n(C)n(-c4ccccc4)c3=O)c2)cc1 (stereo not given),-22.1%,-1.4%
Cc1ccc(S(=O)(=O)N2CCN(C(=O)CN3CCN(c4ccc(O)cc4)CC3)CC2)cc1,-9.4%,u
CC(C)Sc1nc(N)nc2c1ncn2C1OC(CO)C(O)C1O (stereo not given),-0.1%,-3.3%
CC(=O)Nc1cccc(-c2cc(NC(C)=O)c3ncc(-c4ccccc4)n3c2)c1,-12.7%,-6.6%
COc1ccccc1CCNC(=O)c1c(N)[nH]c(C(=O)c2ccccc2)c1-c1ccc(Br)cc1,33.0%[activator],3.0%
CC1C(=O)OC2CCN3CC4OC4(COC(=O)C(C)(O)C1(C)O)C23 (stereo not given),22.4%,-6.6%
COC(=O)c1ccc(COc2cccn3c(N(C)C(=O)CCC4CCCC4)c(C)nc23)cc1,-17.7%,-6.8%
CC(C)(CC1(C)NC(=O)NC1=O)OCc1ccccc1 (stereo not given),-0.7%,4.9%
Cn1nc(C(C)(C)C)cc1NC(=O)C1(C)CCN1C(=O)C1(c2ccccc2)CC1 (stereo not given),-4.4%,-0.4%
COc1cc(OC)cc(-c2c(C#Cc3ccsc3)c3cc(-c4cc(F)cc(F)c4)ccc3n2C)c1,2.1%,-0.8%
COC(=O)[C@@]1(Cc2ccccc2)[C@H]2C(=O)N(C)C(=O)[C@H]2[C@H]2CN=C(SC)N21,1.4%,-3.5%
NC(CCC(=O)NC(CS)C(=O)NCC(=O)O)C(=O)O (stereo not given),140.6%[activator],1.6%
Cc1cc(C(=O)OCC(=O)N(C)c2ccccc2)c(C)o1,8.1%,6.8%
CC1(C(=O)NS(=O)(=O)c2cccc(OC(F)F)c2)CCN1C(=O)c1ccccc1 (stereo not given),-7.5%,0.5%
CCC(NC(=O)c1cncc(Br)c1)c1ccccc1 (stereo not given),-0.5%,-0.7%
COc1cc(OC)nc(Oc2ccccc2C=O)n1,6.2%,0.4%

# The final 5 compounds of the section before are carried over, then new ones follow:
SMILES,AMA1 RON2 block,TbPYK inhibitor
NC(CCC(=O)NC(CS)C(=O)NCC(=O)O)C(=O)O (stereo not given),140.6%[activator],1.6%
Cc1cc(C(=O)OCC(=O)N(C)c2ccccc2)c(C)o1,8.1%,6.8%
CC1(C(=O)NS(=O)(=O)c2cccc(OC(F)F)c2)CCN1C(=O)c1ccccc1 (stereo not given),-7.5%,0.5%
CCC(NC(=O)c1cncc(Br)c1)c1ccccc1 (stereo not given),-0.5%,-0.7%
COc1cc(OC)nc(Oc2ccccc2C=O)n1,6.2%,0.4%
CCC(=O)c1ccc(OCC(=O)N2CCN(CC(=O)Nc3ccc(C)cc3)CC2)cc1,14.1%,-9.7%
CCN1C(=O)Nc2cccc3cccc1c23,-6.1%,1.9%
O=C(Nc1cccc2cccnc12)c1ccc2sc([C@@H]3O[C@H](CO)[C@H](O)[C@H](O)[C@H]3O)nc2c1,48.4%[activator],-8.1%
Clc1cccc(Cc2c(-c3ccccc3)nc3ccc(Br)cn23)c1,-4.6%,0.0%
CCCCN1C(=O)C(CC(=O)NCc2cccc3ccccc23)CC(C(=O)N2CCOCC2)=C1C (stereo not given),-4.7%,4.7%
O=C(Nc1ccc(S(=O)(=O)NC2=NCCCCC2)cc1)c1cccc(OC(F)F)c1,-2.3%,3.3%
C[C@H]1CN([C@@H](C)CO)C(=O)c2cccc(NC(=O)C3CC3)c2O[C@H]1CN(C)C(=O)Nc1ccc2c(c1)OCO2,0.7%,0.5%
O=[N+]([O-])c1cc(S(=O)(=O)Oc2ccccc2)ccc1Cl,-24.7%,-7.8%
O=C(Cc1ccc(F)cc1)N[C@@H]1c2ccccc2CC[C@@H]1O,12.5%,-3.0%
CCOc1ncccc1C(=O)OCC(=O)NC1CCCCC1,-0.7%,-4.3%
Cc1cc(Cl)ccc1OCC(=O)OCC(=O)NCCNC(=O)COC(=O)COc1ccc(Cl)cc1C,26.2%,0.0%
CCOC(=O)[C@]12CCC=C1N(Cc1ccccc1)C(=O)[C@H](CC(=O)NCc1cccc(C(F)(F)F)c1)C2,1.1%,3.2%
COc1ccc(Cl)cc1-c1cc(C(=O)NC2CCCCC2)[nH]n1,0.3%,0.1%
C#CCN(C[C@@H]1[C@@H](OC(=O)Nc2cccs2)[C@@H](OC(=O)Nc2cccs2)Cn2c(=O)n(CCCCCC)c(=O)n21)S(=O)(=O)c1ccc(C)cc1,-2.8%,-3.3%
C[N+](C)(CCOc1ccccc1)Cc1ccccc1,-7.3%,0.8%

# Copied from the entries so far for reference:
SMILES,AMA1 RON2 block,TbPYK inhibitor
C#CCN(C[C@@H]1[C@@H](OC(=O)Nc2cccs2)[C@@H](OC(=O)Nc2cccs2)Cn2c(=O)n(CCCCCC)c(=O)n21)S(=O)(=O)c1ccc(C)cc1,-2.8%,-3.3%
C[N+](C)(CCOc1ccccc1)Cc1ccccc1,-7.3%,0.8%

# The results go on.
SMILES,AMA1 RON2 block,TbPYK inhibitor
Cc1cn(CC(C)C)c(=O)n(-c2ccccc2)c1=O,-3.8%,0.9%
CCCS(=O)(=O)NC(=O)C1(C)CCCN(C(=O)c2ccccc2OC(F)(F)F)C1 (stereo not given),6.3%,8.3%
Cc1cc(OCc2cn(CC(=O)c3ccc(O)cc3)nn2)ccc1[N+](=O)[O-],-2.4%,-6.2%
Cc1nn(-c2ccccc2)nc1C(=O)Nc1cccc(C(=O)NC2CC2)c1,-4.5%,-0.5%
OCCOCCn1c(C2CCCN2c2nc(-c3ccc(F)cc3)cs2)nc2cc(Cl)c(Cl)cc21 (stereo not given),-8.1%,-11.3%
Cc1ccc2c(c1)[C@H]1[C@H](CO2)[C@H](c2ccccc2)[C@]2(C)C(=O)Nc3ccc(Cl)cc3C(=O)N12,-7.2%,1.5%
O=c1[nH]c(=S)[nH]c(O)c1/C=C1\C=Nc2ccccc21,-1.5%,2.4%
COc1ccccc1-c1cnc(C(O)c2ccc(CN3CCCC3)cc2)[nH]1 (stereo not given),35.1%[activator],3.1%
Cc1ccc(S(=O)(=O)N2[C@H](c3ccccc3)CC(=O)[C@@H]3CN(S(=O)(=O)c4ccccc4C)[C@H](c4ccccc4)C[C@@H]32)cc1,4.0%,-2.7%
COC(C/C=C\[C@H](O)COCc1ccccc1)OC,2.3%,-7.0%
COc1ccc(CNC(=O)COC(=O)c2ccc(F)c(S(=O)(=O)N3CCOCC3)c2)cc1,-8.9%,3.4%
CC[C@]12c3[nH]c4ccc(Cl)cc4c3CCN1C(=O)[C@@H](CC(=O)NC(C)(C)C)C[C@@H]2C(=O)N1CCN(C(=O)c2ccco2)CC1,-0.5%,-3.5%
CCCC(C)Sc1nc2c([nH]1)c(=S)n(C)c(=O)n2C (stereo not given),16.8%,-11.0%
CCOC(=O)/C=C1/SCC(=O)N1Cc1ccc(Br)cc1,1.6%,0.5%
CCS(=O)(=O)C1C(=O)N(C)C(S(=O)(=O)CC)C(=O)N1C (stereo not given),-2.0%,-3.1%
COCc1cccc(-c2csc(C(N)c3ccc(F)c(F)c3)n2)c1 (stereo not given),14.0%,4.5%
CCCCn1nnnc1C1(C)CCC(=O)N1CC1CCCCC1 (stereo not given),8.7%,-1.0%
COc1ccc2c(c1)O/C(=C\c1ccccc1O)C2=O,-12.5%,-2.3%
Clc1ccc(NN(Cc2ccncc2)c2ccc(Cl)cc2)cc1,-29.9%,6.6%
O=C(CCN1CCC2CCC(C2)C1)c1ccccc1 (stereo not given),13.8%,-8.4%
Cc1c(C(=O)/C=C/c2ccccc2F)c2cc(O)ccc2n1C,-13.4%,-7.2%
O=Cc1cccnc1SCc1ccccc1,-0.8%,0.7%
COc1ccc(S(=O)(=O)N(C)C[C@H]2Oc3c(NC(=O)CCC(F)(F)F)cccc3C(=O)N([C@H](C)CO)C[C@@H]2C)cc1,-9.3%,1.6%
Cc1cccc(C)c1OCC(=O)Nc1oc(-c2ccccc2)c(-c2ccccc2)c1C#N,-8.7%,-4.5%
COCCn1c(=NC(=O)CCS(=O)(=O)c2ccccc2)sc2ccccc21,15.7%,0.7%
Fc1ccccc1COc1cccc2cccnc12,9.3%,0.3%
COc1ccccc1CNCc1ccc(OC)c2ccccc12,-13.3%,21.9%
CN(CC(=O)Nc1cccc(F)c1)C(=O)c1cccc(S(=O)(=O)N2CCN(c3ccc(F)cc3)CC2)c1,70.5%[activator],-0.3%
O=C(C[C@@H]1C/C=C/CCCC(=O)O[C@H](c2ccccc2)CNC1=O)NCCO,-4.4%,1.8%
O=C(C[C@H]1C/C=C\C[C@@H](Cc2ccc(F)cc2)C(=O)OC[C@@H]2CCCN2C1=O)NCCO,-5.3%,-5.2%
CCOC(=O)c1ccc(NC(=O)c2c(N)n(C)c(=O)n(C)c2=O)cc1,15.5%,-4.0%
CNC[C@H]1Oc2c(NC(=O)C3CC3)cccc2C(=O)N([C@H](C)CO)C[C@@H]1C,8.2%,2.1%
CCOc1ccccc1NC(=O)COC(=O)/C=C/c1cccs1,-3.1%,-2.2%
C=CC[C@@H](CC(=O)N(CCO)Cc1ccccc1)C(=O)N[C@H](COC(=O)[C@@H](CC=C)Cc1ccc(F)cc1)C(C)(C)C,-0.4%,-8.3%
CC(NC(=O)CCNC(=O)c1ccc(C(C)(C)C)cc1)c1ccccc1 (stereo not given),0.0%,-7.1%
COC(=O)c1cc([N+](=O)[O-])c(C)c(C)n1,0.8%,-2.1%
C=CCOc1cccn2c(N(C)C(=O)c3ccccc3F)c(CC)nc12,0.7%,2.4%
CC(C)(C)N(Cc1ccccc1)C(=O)COC(=O)Cn1[nH]c(=O)c2ccccc2c1=O,-1.9%,0.2%
CC[C@]12c3[nH]c4ccccc4c3CCN1C(=O)C(CC(=O)NCCC1=CCCCC1)C[C@@H]2C(=O)N1CCN(C(=O)C2CC2)CC1 (stereo not given in full),4.7%,5.2%
CC(=O)NCCNC(=O)C1(C)Cc2c(-c3cccc(C(N)=O)c3)ccnc2O1 (stereo not given),3.6%,8.0%
OC(c1ccccc1)C(NCCNCc1ccccc1)c1ccccc1 (stereo not given),30.7%[activator],2.4%
COc1cc(F)ccc1-c1cc(C(=O)NCc2cccs2)[nH]n1,-2.1%,-1.4%
CN(CCc1ccccc1)c1cc2c(c3c1ccn3C)C1CCC2C1 (stereo not given),15.8µM*,-9.7%
CCCNC(=O)C1(C)CCCN(Cc2cccc(Oc3ccccc3)c2)C1 (stereo not given),1.8%,1.7%
Cc1cccc(CN(C)C[C@@H]2OCc3cnnn3CCCC(=O)N([C@H](C)CO)C[C@H]2C)c1,3.6%,-9.9%
C[C@H]1CN([C@@H](C)CO)C(=O)CCCn2nncc2CO[C@@H]1CN(C)Cc1ccncc1,6.6%,0.7%
NC(=O)c1c(Br)n(C2OC(CO)C(O)C2O)c2ncnc(N)c12 (stereo not given),17.9%,-4.1%
CCCCNc1nc2c(c(=O)[nH]c(=O)n2C)n1CCCc1ccccc1,1.6%,1.0%
O=C(NN1CCOCC1)c1cccc(F)c1,-3.8%,2.9%
O=C(NCO)c1cccnc1,-5.1%,1.4%
C1CCN(CC2CCCCN2)CC1 (stereo not given),8.0%,-6.1%
CC1(C(=O)Nc2ccc3[nH]ncc3c2)CCN1C(=O)CC(c1ccccc1)c1ccccc1 (stereo not given),-15.7%,-4.9%
Cc1ccccc1C(=O)NCC(C)NC(=O)c1ccccc1C (stereo not given),21.3%,1.6%
CNc1cncc(-c2cccc(C(=O)NCCN(C)C)c2)n1,-9.1%,-6.3%
C=C(C)C(O)COc1c2occc2c(OC)c2ccc(=O)oc12 (stereo not given),10.0%,-2.0%

# Screens from PubChem BioAssay.
